Screening data: PubChem, Johns Hopkins Ion Channel Center
TRPC4 PAM: positive allosteric modulators of TRPC4, primary screen, cell-based, mouse TRPC4beta, HEK293 mu-opioid, Fluo-4 calcium. DAMGO EC20, Fluo-4 Ca2+ flux; active compounds read high. B-score at 10 µM. actives 0.42% (n = 310,000). AID 2227, 2009;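 active means B-score of calcium response area above 5 SD of library B-scores, with initial fluorescence ratio within 5 SD of library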;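 further: B-score of integrated fluorescence ratio over time as area under calcium response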
Target sequence (Q9QUQ5 whole entry, looked up): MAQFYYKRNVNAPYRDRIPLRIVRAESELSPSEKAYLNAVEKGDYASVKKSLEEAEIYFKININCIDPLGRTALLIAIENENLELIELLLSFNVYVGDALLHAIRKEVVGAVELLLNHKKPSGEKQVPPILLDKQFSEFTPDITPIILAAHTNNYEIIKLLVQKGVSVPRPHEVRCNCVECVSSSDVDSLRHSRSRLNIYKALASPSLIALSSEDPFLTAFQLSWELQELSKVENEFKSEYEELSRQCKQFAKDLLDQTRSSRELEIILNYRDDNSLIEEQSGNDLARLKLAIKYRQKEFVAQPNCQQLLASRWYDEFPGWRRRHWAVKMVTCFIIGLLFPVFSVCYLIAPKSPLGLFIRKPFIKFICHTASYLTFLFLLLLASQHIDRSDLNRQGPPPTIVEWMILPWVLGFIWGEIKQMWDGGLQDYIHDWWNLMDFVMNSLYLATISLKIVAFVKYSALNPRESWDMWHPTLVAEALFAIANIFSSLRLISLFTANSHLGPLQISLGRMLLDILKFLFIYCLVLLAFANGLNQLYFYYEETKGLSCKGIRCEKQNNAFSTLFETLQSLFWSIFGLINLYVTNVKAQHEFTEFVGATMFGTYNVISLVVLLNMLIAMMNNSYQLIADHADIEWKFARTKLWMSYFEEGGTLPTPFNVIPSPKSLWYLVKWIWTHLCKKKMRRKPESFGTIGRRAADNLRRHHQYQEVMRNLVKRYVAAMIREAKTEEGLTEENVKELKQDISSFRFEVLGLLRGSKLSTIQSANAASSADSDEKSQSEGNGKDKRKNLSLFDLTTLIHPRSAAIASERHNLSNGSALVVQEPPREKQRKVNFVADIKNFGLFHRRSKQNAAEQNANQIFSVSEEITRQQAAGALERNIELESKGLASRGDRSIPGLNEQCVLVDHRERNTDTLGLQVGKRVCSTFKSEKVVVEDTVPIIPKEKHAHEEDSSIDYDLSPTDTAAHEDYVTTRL
MrgX1 ag: agonists of human MrgX1 receptor, primary screen, HEK293 cells, Fluo-4 calcium flux | Fluo-4 calcium fluorescence, agonist mode; active compounds read high | Mas-related G-protein coupled receptor member X1 (Homo sapiens), Q96LB2 | actives 0.44% (n = 310,000) | B-score at 10 µM;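 active means calcium response B-score plate-corrected fluorescence ratio at least 3 library SD, with starting fluorescence B-score inside 5 SD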
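System: HEK293 cells stably expressing human MrgX1 receptor; Dosing: test compound in the initial addition of three; Schedule: overnight plating, then 30 min 37 °C plus 30 min room-temperature dye loading; Detection: kinetic calcium dye fluorescence, Fluo-4 NW; Controls: per-plate positive and negative controls for Z′ factor.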
TMEM16A act: TMEM16A chloride channel activators or potentiators, primary screen, cell-based, HTS. B-score at 10 µM. AID 623877, 2012. HEK293 TMEM16A/YFP-H148Q/I152L, iodide quench fluorescence; active compounds read low. actives 0.3% (n = 340,000);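 active means fluorescence-ratio B-score plate-corrected deviation score at least 3 library SD below zero, with starting fluorescence score within 5 deviations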;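 further: channel opened by trigger with iodide after compound preincubation; score built on the fluorescence ratio of max minus min over baseline; more negative score means more quench and so TMEM16A activation or potentiation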
TRPC6 inhibitor: mouse TRPC6 channel inhibitors, primary screen, cell-based, HEK293, membrane potential dye. ACh-evoked depolarization; active compounds read low. B-score at 10 µM. actives 1.1% (n = 310,000);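 active means B-score under library mean minus 3 SD, initial fluorescence not abnormally high, positive integrated signal ratio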;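 further: B-score derived from integrated fluorescence ratio over the kinetic read; more negative B-score means stronger inhibition of depolarization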
MrgX1 allo act: positive allosteric modulators of MrgX1, primary screen, HEK293 cells, Fluo-4 calcium flux; FDSS; active compounds read high; B-score at 10 µM; actives 0.63% (n = 310,000); AID 588675, 2011;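 active means plate-corrected calcium response at least 3 library SD above typical, normal starting fluorescence, not activating the receptor alone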;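 further: compound read alongside a low EC10 to EC30 dose of BAM8-22 agonist; peak minus trough fluorescence over baseline measured at the second addition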
TRPC6 activator: mouse TRPC6 channel activators, primary screen, cell-based, HEK293, membrane potential dye; HEK293-TRPC6 membrane potential dye fluorescence; active compounds read high; B-score at 10 µM; actives 0.13% (n = 310,000); AID 2550, 2010;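 active means B-score of the integrated fluorescence ratio above library mean plus 3 SD, and starting fluorescence ratio within library mean plus 5 SD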;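 further: higher score means more depolarization so channel activation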
TRPC4 block: inhibitors of mouse TRPC4 channel, primary screen, Fluo4 calcium, HEK293 TRPC4beta/mu-opioid cells | Short transient receptor potential channel 4 (Mus musculus), Q9QUQ5 | DAMGO-evoked Fluo4 calcium flux; active compounds read low | B-score at 10 µM | actives 0.39% (n = 300,000) | AID 2247, 2010;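 active means B-score over 3 SD under the library average, no early fluorescence shift, positive overall ratio signal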
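Assay system – HEK293 line stably carrying TRPC4beta and mu-opioid receptor · Doses – single dose · Detection – Fluo4 calcium-dye fluorescence, kinetic read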
ANO1 block: TMEM16A chloride channel inhibitors, primary screen, cell-based, HTS. normalized B-score (activity score, 25-100; higher = stronger inhibition) at 10 µM. HEK293 TMEM16A/YFP iodide influx fluorescence, ionomycin. Anoctamin-1 (Mus musculus), Q8BHY3. actives 1.2% (n = 310,000);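 active means ratio plate-corrected score three or more library SD toward inhibition, starting fluorescence score within five deviations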;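 further: score derived from kinetic fluorescence span divided by baseline fluorescence per well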
RGS4 inh: RGS4 inhibitors, primary screen, cell-based, HEK293 M3R inducible RGS4, calcium flux; Regulator of G-protein signaling 4 (Homo sapiens), P49798; Fluo-4 calcium flux; active compounds read high; triggered by carbachol at its EC20; B-score at 10 µM; actives 0.45% (n = 310,000); AID 463165, 2010;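 active means B-score, a plate-corrected calcium signal, over three deviations above library mean, with baseline fluorescence within five deviations of library mean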;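 further: RGS4 expression induced by doxycycline in cells with stable M3 receptor; B-score is computed from the integrated fluorescence ratio over baseline after carbachol; higher B-score means a larger calcium signal and so more RGS4 inhibition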
MrgX1 antag: antagonists of human MrgX1 receptor, primary screen, HEK293 cells, Fluo-4 calcium flux; Mas-related G-protein coupled receptor member X1 (Homo sapiens), Q96LB2; BAM8-22 antagonism; active compounds read low; B-score at 10 µM; actives 1.3% (n = 310,000);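 active means calcium-response B-score plate-corrected more than 3 library SD below zero, starting fluorescence within 5 deviations, no agonist response on first addition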;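 further: peak minus trough fluorescence over baseline after final BAM8-22 challenge near maximal dose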
TRPC4 agonist: activators of mouse TRPC4 channel, primary screen, Fluo4 calcium, HEK293 TRPC4beta/mu-opioid cells. Short transient receptor potential channel 4 (Mus musculus), Q9QUQ5. Fluo4 calcium fluorescence; active compounds read high. B-score at 10 µM. actives 0.49% (n = 310,000). AID 2237, 2010;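 active means B-score above 5 SD of library B-scores, and initial fluorescence ratio not above library mean plus 5 SD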;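 further: positive B-score marks a calcium rise read as TRPC4 activation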
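System: HEK293 cells stably co-expressing mouse TRPC4beta and mu-opioid receptor; Schedule: Fluo4 dye loading 45 min at room temperature, 110 s recording; Detection: Fluo4 fluorescence, kinetic; Evaluation: B-scored integrated calcium fluorescence ratio; Controls: buffer (low) and maximal DAMGO (high).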
* marks the source's active call; other numbers are inactive results; i = inactive; / = no result given.

SMILES	TRPC4 PAM	MrgX1 ag	TMEM16A act	TRPC6 inhibitor	MrgX1 allo act	TRPC6 activator	TRPC4 block	ANO1 block	RGS4 inh	MrgX1 antag	TRPC4 agonist
COc1ccc(-n2nc(C(=O)Nc3ccc4c(c3)OCO4)c3ccccc3c2=O)c(OC)c1	/	i	i	/	i	/	/	i	/	i	/
COc1ccc(N(C(=O)CCl)C(C(=O)NC2CCCCC2)c2cccnc2)cc1 (stereo not given)	i	i	i	i	i	i	i	i	i	i	i
CN(C)c1ccc(/C=N/N2CCN(c3ccccn3)CC2)cc1	i	i	i	i	i	i	i	i	i	i	i
COc1cc(CCCN2C(=O)C(=O)NC[C@@H]2Cc2ccc(O)cc2)cc(OC)c1OC	i	i	i	i	i	i	i	i	i	i	i
CCC(=O)N1CCc2cc(Br)cc(S(=O)(=O)N3CCCCC3CC)c21 (stereo not given)	i	i	i	i	i	i	i	i	i	i	i
CN1C(=O)/C(=C/c2ccccc2OCc2cccc(F)c2)N(C)C1=S	i	i	i	i	i	i	i	i	i	i	i
O=C(c1ccccc1)N1CCN(c2ccc(NCc3ccc4c(c3)OCO4)cc2)CC1	i	i	i	i	i	i	i	i	i	i	i
O=C(N/N=C\c1ccc2c(c1)OCO2)c1ccco1	i	i	i	i	i	i	i	i	i	i	i
Cc1nccc2oc(=O)c(NC(=O)c3ccc(Cl)cc3)cc12	i	i	i	i	i	i	i	i	i	i	i
CCC(=O)N=c1ccn(C2=Nc3ccccc3NC2=C(C#N)C#N)cc1	i	i	i	i	i	i	i	i	i	i	i
O=[N+]([O-])c1cc2c(cc1/C=N\NS(=O)(=O)c1ccccc1)OCO2	i	i	i	i	i	i	i	i	i	i	i
CCN(CC)S(=O)(=O)c1ccc(C)c(NC(=O)CNc2cccc(S(=O)(=O)N3CCCC3)c2)c1	i	i	i	i	i	i	i	i	i	i	i
CCCCC1=CC2=C(c3ccco3)C(=O)C(C)(OC(=O)c3ccc(OC)cc3)C(=O)C2=CN1CCCOC(C)C (stereo not given)	i	i	i	i	i	i	i	i	i	i	i
O=C(Nc1nc2ccc(C(=O)N3CCCCC3)cc2s1)C1CCCCC1	i	i	i	i	i	i	i	i	i	i	i
O=C(/C=C/c1cccc([N+](=O)[O-])c1)N1CCN(c2ccccc2F)CC1	i	i	i	i	i	i	i	i	i	i	i
Cc1cccc(N2C(=O)CC(N3CCN(Cc4ccc(Cl)cc4)CC3)C2=O)c1 (stereo not given)	i	i	i	i	i	i	i	i	i	i	i
C=CCn1c(=O)c(C(=O)Nc2ncccc2O)c(O)c2ccccc21	i	i	i	i	i	i	i	i	i	i	i
Cc1cccc(NC(=O)c2cc(NC(=O)CCCC(=O)O)ccc2Cl)n1	i	i	i	i	i	i	i	i	i	i	i
CCC(NC(=O)CCCc1ccccc1)c1ccccc1 (stereo not given)	i	i	i	i	i	i	i	i	i	i	i
CCOc1ccc(CC(=O)Nc2ccc(S(=O)(=O)Nc3cc(C)on3)cc2)cc1OCC	i	i	i	i	i	i	i	i	i	-8*	i
CC1CCCCC1NC(=O)CCCc1nc2ccccc2c(=O)[nH]1 (stereo not given)	i	/	i	i	/	i	i	/	i	/	i
COC(=O)CCCNC(=O)c1ccc(S(=O)(=O)NCc2ccco2)cc1	i	i	i	i	i	i	i	i	i	i	i
O=C(Cn1cc(C(=O)C2CC2)c2ccccc21)NCc1ccc2c(c1)OCO2	i	i	i	i	i	i	i	i	i	i	i
Cc1ccc(CNS(=O)(=O)c2cc3c4c(c2)C(C)C(=O)N4CCC3)cc1 (stereo not given)	i	i	i	i	i	i	i	i	i	i	i
COC(=O)c1cc2c(C(F)(F)F)nn(C)c2s1	i	i	i	i	i	i	i	i	i	i	i
CC1(C)CC(=O)c2cc(C(=O)NCc3ccco3)c(=O)n(-c3ccccc3)c2C1	i	i	i	i	i	i	i	i	i	i	i
COc1cccc(NC(=O)c2ccc3c(c2)CCCC3)c1	i	i	i	i	i	i	i	i	i	i	i
CCOC(=O)c1oc2ccccc2c1NC(=O)COc1cccc(OC)c1	i	i	i	i	i	i	i	i	i	i	i
CC(C)CN1C(=O)c2ccc(C(=O)Nc3ccccc3C(=O)O)cc2C1=O	i	i	i	i	i	i	i	i	i	i	i
COc1cc(-c2nn3c(-c4cccc(C)c4)nnc3s2)cc(OC)c1OC	i	i	i	i	i	i	i	i	i	i	i

One compound at a time, from the list above.
O=C(N/N=C\c1ccc2c(c1)OCO2)c1ccco1 is listed as TRPC4 PAM = i; MrgX1 ag = i; TMEM16A act = i; TRPC6 inhibitor = i; MrgX1 allo act = i; TRPC6 activator = i; TRPC4 block = i; ANO1 block = i; RGS4 inh = i; MrgX1 antag = i; TRPC4 agonist = i
CC1CCCCC1NC(=O)CCCc1nc2ccccc2c(=O)[nH]1 (stereo not given) is listed as TRPC4 PAM = i; MrgX1 ag = /; TMEM16A act = i; TRPC6 inhibitor = i; MrgX1 allo act = /; TRPC6 activator = i; TRPC4 block = i; ANO1 block = /; RGS4 inh = i; MrgX1 antag = /; TRPC4 agonist = i

Remaining list, next part:
SMILES	TRPC4 PAM	MrgX1 ag	TMEM16A act	TRPC6 inhibitor	MrgX1 allo act	TRPC6 activator	TRPC4 block	ANO1 block	RGS4 inh	MrgX1 antag	TRPC4 agonist
CS(=O)(=O)N(CCc1ccccc1)CC(=O)NCc1ccccc1Cl	i	i	i	i	i	i	i	i	i	i	i
O=C(NC1CCC(O)CC1)c1ccc(-c2ccc([N+](=O)[O-])cc2)o1 (stereo not given)	i	i	i	i	i	i	i	i	i	i	i
CCOc1ccc(NC(=O)CCNC(=O)c2ccc(Br)cc2)cc1	i	i	i	i	i	i	i	i	i	-5*	i
NC1=NN=C(N2N=C(c3ccc(Br)cc3)CC2(O)C(F)(F)F)n2ncnc2C1 (stereo not given)	i	i	i	i	i	i	i	i	i	i	i
CN(C)CCN1C(=O)C(=O)/C(=C(/O)c2ccc(F)cc2)C1c1ccccc1 (stereo not given)	i	i	i	i	i	i	i	i	i	i	i
c1ccc(-c2nc3ccccn3c2NCc2ccc3c(c2)OCO3)cc1	i	i	i	i	i	i	i	i	i	i	i
Cc1ccccc1NC(=O)CC1c2ccccc2CC(C)(C)N1C (stereo not given)	i	i	i	i	i	i	i	i	i	i	i
CC(C)CNC1=C(C(=S)Nc2ccccc2)C(=O)CC(C)(C)C1	i	i	i	i	i	i	i	i	i	i	i
CN(Cc1ccc(OC(F)F)cc1)C(=O)c1ccc2nccnc2c1	i	i	i	i	i	i	i	i	i	i	i
Cc1ccc(Cn2ccc(NC(=O)c3cc(CC(C)C)on3)n2)cc1	i	i	i	i	i	i	i	i	i	i	i
Cc1nnc(SCC(=O)Nc2cc(C(F)(F)F)ccc2Cl)n1C	i	i	i	i	i	i	i	i	i	i	i
CCOC(=O)Cn1cncc1-c1ccc([N+](=O)[O-])cc1	i	i	i	i	i	i	i	i	i	i	i
COc1ccc2[nH]c(C(=O)O)c(NS(=O)(=O)c3ccc(C)c(C)c3)c2c1	i	i	i	i	i	i	i	i	i	i	i
COc1ccc(CN(C(=O)CNC(=O)c2ccco2)C(C(=O)NC2CCCC2)c2ccco2)cc1 (stereo not given)	i	i	i	i	i	i	i	i	i	i	i
Cc1ccc(OCC(=O)NCCCNC(=O)c2ccncc2)cc1C	i	i	i	i	i	i	i	i	i	i	i
COc1ccc(NC(=O)C2CCN(S(=O)(=O)c3c(C)nn(C)c3C)CC2)cc1	i	i	i	i	i	i	i	i	i	i	i
O=C(O)COc1ccccc1/C=C1\SC(=S)N(/N=C/c2ccccc2O)C1=O	i	i	i	i	i	i	i	i	i	i	i
CCC1(c2ccccc2)NC(=O)N(CC(=O)Nc2ccc(S(=O)(=O)Nc3ncccn3)cc2)C1=O (stereo not given)	i	i	i	i	i	i	i	i	i	i	i
COc1ccc2cnn(-c3ccccc3C)c(=O)c2c1OC	i	i	i	i	i	i	i	i	i	i	i
CCN(C(=O)c1cnc(NC(C)C)cc1C(F)(F)F)c1ccc(Cl)cc1	i	i	i	i	i	i	i	i	i	i	i
CSc1ccccc1NC(=O)c1ccc(CN2CCOCC2)cc1	i	i	i	i	i	i	i	i	i	i	i
COc1ccc(CCCc2n[nH]c(=S)o2)cc1C	i	i	i	i	i	i	i	i	i	i	i
CCOC(=O)C1CCN(C(=O)CSc2ccccc2)CC1	i	i	i	i	i	i	i	i	i	i	i
CC(C)(C)c1cc(NC(=O)COc2ccc(Br)cc2)n(-c2ccccc2)n1	i	i	i	i	i	i	i	i	i	i	i
Cc1ccc(O)c(C2=Nc3ccccc3N=C(c3ccc([N+](=O)[O-])cc3)C2)c1	i	i	i	i	i	i	i	i	i	i	i
CC(C)CNC(=O)[C@H]1N2C(=O)c3ccccc3C2SC1(C)C (stereo not given in full)	i	i	i	i	i	i	i	i	i	i	i
Cc1ccccc1NC(=O)c1cccc(C(=O)Nc2ccccc2C)n1	i	i	i	i	i	i	i	i	i	i	i
COc1ccc(-c2csc(NC(C)c3nc4cc(C(F)(F)F)ccc4n3CCOCCO)n2)cc1 (stereo not given)	i	i	i	i	i	i	i	25*	i	i	i
OC1(c2cccc(C(F)(F)F)c2)CCN(c2ncnc3c2[nH]c2ccccc23)CC1	i	i	i	i	i	i	i	100*	i	i	i
O=C(C1CCCN(S(=O)(=O)c2cccc3nsnc23)C1)N1CCc2ccccc2C1 (stereo not given)	i	i	i	i	i	i	i	i	i	i	i
